MC4R ag barr = agonists of human melanocortin 4 receptor (MC4R) beta-arrestin. P32245. U2OS MC4R beta-arrestin complementation, luminescence; percent of melanotan II response, DMSO zero. activation, % at 8.9 µM. 360,000 tested, 0.98% active. AID 540308;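 active = activation above a per-plate cutoff, the mean activation of sample wells on that plate plus 3 SD, cut at about 8% in these data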
Target sequence (P32245 whole entry, looked up): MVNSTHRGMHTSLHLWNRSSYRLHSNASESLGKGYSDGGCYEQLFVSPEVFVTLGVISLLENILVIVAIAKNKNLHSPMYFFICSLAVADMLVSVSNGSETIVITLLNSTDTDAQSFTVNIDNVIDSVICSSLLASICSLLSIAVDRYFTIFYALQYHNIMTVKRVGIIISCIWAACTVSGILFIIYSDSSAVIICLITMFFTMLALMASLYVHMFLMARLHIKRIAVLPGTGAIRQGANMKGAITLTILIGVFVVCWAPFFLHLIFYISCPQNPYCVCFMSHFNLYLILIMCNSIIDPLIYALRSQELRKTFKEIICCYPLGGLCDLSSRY
H9c2 protect = protects H9c2 cardiomyocytes from peroxide injury. H2O2 injury protection, ATPLite, 2 h. protection from H2O2 cell death, % at 20 µM. 360,000 tested, 0.63% active. AID 588492;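 active = compounds giving at least 50% protection of heart cells from peroxide-induced death in the single-dose screen, raw or plate-pattern-corrected value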;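 also: 0% = DMSO wells with peroxide and 100% = DMSO wells without peroxide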
m5-HT2A agonist = activates the mouse 5-HT2A serotonin receptor; activation, % at 7.6 µM; P35363; CHO-K1 mHTR2A beta-arrestin complementation, luminescence; percent of 30 µM serotonin response; 360,000 tested, 0.66% active;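 active = activation above a run cutoff, the mean activation of all tested compounds plus 3 SD, cut at about 14% in these data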;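 also: 0% = plate median of compound wells and 100% = 30 µM serotonin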
Target sequence (P35363 whole entry, looked up): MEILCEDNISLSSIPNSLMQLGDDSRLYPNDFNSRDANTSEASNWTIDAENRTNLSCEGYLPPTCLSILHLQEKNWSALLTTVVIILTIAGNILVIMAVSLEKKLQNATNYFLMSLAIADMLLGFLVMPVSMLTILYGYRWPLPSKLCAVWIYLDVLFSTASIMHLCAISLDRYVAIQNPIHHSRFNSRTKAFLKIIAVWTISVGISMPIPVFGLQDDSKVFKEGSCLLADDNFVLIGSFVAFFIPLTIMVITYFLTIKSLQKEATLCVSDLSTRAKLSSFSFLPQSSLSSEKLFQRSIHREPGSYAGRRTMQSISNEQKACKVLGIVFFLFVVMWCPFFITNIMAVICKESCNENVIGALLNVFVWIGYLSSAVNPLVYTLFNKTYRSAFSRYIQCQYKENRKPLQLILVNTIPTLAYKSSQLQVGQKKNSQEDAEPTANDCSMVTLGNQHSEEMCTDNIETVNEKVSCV
PDI inh = blocks human protein disulfide isomerase activity. P07237. PDI insulin aggregation turbidity, A650, 90 min. inhibition, % at 10 µM. 350,000 tested, 0.052% active;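 active = mean inhibition across replicates of 30% or more, whatever share of single replicates reach that level; inconclusive = mean inhibition below 30% while every single replicate reaches 30%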;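 also: absorbance from insulin aggregation driven by PDI reduction with DTT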
N-glyco inh = N-linked glycosylation inhibition; D54 ERlucT glycosylation luciferase reporter, 24 h; percent of 100 nM tunicamycin response; reporter increase, % at 12.5 µM; 360,000 tested, 0.23% active; AID 588692;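 active = mean luciferase reporter signal, scaled so untreated is 0 and the glycosylation-blocking control 100, at or above a set limit in every replicate; inconclusive = mean reaches the limit but not every replicate does; inactive = mean below the limit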;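 also: luciferase carries N-glycosylation sites so blocking glycosylation raises the light; 0% = median of neutral control wells and 100% = median of 100 nM tunicamycin wells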
MC4R antagonist = human MC4R antagonism in cAMP assay. 360,000 tested, 0.48% active. AID 540295. P32245. MC4R-expressing cells, MTII-stimulated cAMP, LANCE TR-FRET. inhibition, % at 6.5 µM;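 active = inhibition above its plate's cutoff, the mean of tested wells on that plate plus 3 SD, cut at about 29% in these data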;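 also: 0% = Melanotan II alone and 100% = Melanotan II plus saturating MCL0020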
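System: U2OS cells stably expressing human melanocortin 4 receptor (MC4R). Reagent: Melanotan II challenge after compound preincubation. Doses: 6.5 µM. Times: 30-min compound, 1-h challenge, 1-h detection, room temperature. Measured by: TR-FRET with Eu-cAMP and labeled anti-cAMP, 671 nm. Replicates: singlicate.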
aDG glyco act = alpha-DG glycosylation activation; Pro5-aDG cells, alpha-DG glycosylation AlphaScreen (IIH6); 0% Pro5, 100% B10-LARGE cell signal; AID 624168; activation, % at 10 µM; 360,000 tested, 0.22% active;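 active = activation of at least 8% versus controls, or a plate z-score of at least 8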;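 also: Pro5 are CHO cells carrying HIG-tagged alpha-DG that lacks glycosylation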
ABCB6 inh 2 = human ABCB6 transporter inhibition. AID 602162. Q9NP58. fluorescence ratio to DMSO, % at 10 µM. K562-ABCB6 porphyrin accumulation, flow cytometry, 1 h; hits give low values. 360,000 tested, 0.19% active;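 active = fluorescence ratio to DMSO below 75%, the collection mean minus 3 SD; inconclusive = too few cells collected in the well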;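 also: signal is porphyrin accumulated inside mitochondria; 100% equals median channel fluorescence of DMSO control wells; lower ratio means ABCB6 inhibition with less porphyrin fluorescence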
CaV13 ICDI inh = Primary screen for inhibitors of IQ motif and Ca2+-dependent inactivation inhibitor domain binding in CACNA1D, Förster resonance energy transfer in living cells, …. HEK cells, CFP/YFP FRET ICDI-IQ, plate reader, 10 min; percent FRET-ratio fall versus neutral wells. inhibition, % at 12.3 µM. 340,000 tested, 0.098% active. AID 743397;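 active = mean replicate inhibition of at least 30% and at least 1% of replicates passing that level; inconclusive = only one of the two criteria is met; inactive = neither criterion is met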;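 also: 0% = median of the neutral control wells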
Vif imaging = inhibitors of HIV Vif. HEK293T cells, Vif self-association by quenched fluorescence, imaging, 24 h. AID 602346. 340,000 tested, 0.35% active. inhibition, % at 7.49 µM; in the data active = inhibition above about 50%, passing the limit was not always enough; inconclusive = no clear call, values can overlap the other calls; inactive = below about 31%; also: some results filed as inactive read as strong as hits
The depositor's hits bear a star; ? = inconclusive; · = not tested or not shown.

structure	MC4R ag barr	H9c2 protect	m5-HT2A agonist	PDI inh	N-glyco inh	MC4R antagonist	aDG glyco act	ABCB6 inh 2	CaV13 ICDI inh	Vif imaging
Cc1ccc(/C=C(/NC(=O)c2ccccc2)C(=O)NC(Cc2c[nH]c3ccccc23)C(=O)O)cc1 (configuration not stated)	-2.0	-7	3	-3	3	-1	-0.1	98	-7	-16
CCOCCn1cnc2sc(C(=O)NCC(=O)OCC)c(C)c2c1=O	-0.2	8	11	-6	3	9	-0.1	102	·	-2
CCN(CC)c1nc(N)c2c(N)nc(OC)cc2c1C#N	-0.7	-2	-5	-13	-1	-4	-0.2	98	-11	3
CCN1CCN(C(=O)Cn2ncc3c([nH]c4ccc(C)cc43)c2=O)CC1	-1.3	4	2	11	0	-6	0.1	98	-2	-9
COc1cccc(NC(=O)c2oc3ccc(S(=O)(=O)N4CCOCC4)cc3c2C)c1	-2.2	85*	-1	7	1	4	-0.4	98	-7	·
NCCCC[C@H]1CNC(=O)C(=O)N1CCc1cccc2ccccc12	-3.0	11	2	-2	2	13	0.0	97	-5	3
Cc1onc(-c2ccccc2)c1C(=O)NC(=S)Nc1sc2c(c1C#N)CCCC2	-2.7	-14	-2	-11	4	4	-0.2	99	2	1
CCCCNC(=O)N(O)C1N(/N=C/c2cccnc2)C(=S)SC1(C)C (configuration not stated)	-3.5	2	-1	7	1	4	-0.1	98	-17	-16
CC(C)(Oc1ccc(Cl)cc1)C(=O)NCc1ccncc1	-1.1	5	2	8	0	4	0.1	99	·	-7
CC(=O)Nc1ccc(NC(=O)Nc2ccc(C)c(C)c2)cc1	-0.2	-5	-2	-12	0	10	0.3	105	-5	-2
O=C(COC(=O)C1COc2ccccc2O1)c1ccccc1 (configuration not stated)	1.1	4	6	8	0	8	-0.2	96	-5	·
Clc1ccc(CN2CCCCCC2)cc1Cl	-0.6	-2	-2	7	-1	-10	-0.1	101	3	-3
O=C(Nc1cccc(NC(=O)c2cc([N+](=O)[O-])ccc2Cl)n1)c1cc([N+](=O)[O-])ccc1Cl	-1.8	-8	21*	14	-8	17	0.0	93	·	58*
CCC(C)(C)NC(=O)C(C(C)C)N(CC1CCCO1)C(=O)CNS(=O)(=O)c1ccc(F)cc1 (configuration not stated)	0.3	-7	-3	8	-2	17	0.0	95	-3	6
COc1ccc(-c2nc(CCNC(=O)c3ccc(Br)o3)cs2)cc1	0.2	-14	-2	·	-2	6	0.1	95	1	1
COC(=O)c1ccc(NC(=S)NN2CCOCC2)cc1	-0.4	-6	0	-2	2	-1	0.4	96	-4	4
Cc1ccc(NC(=S)N(CCN(C)C)C(C)c2cccnc2)cc1 (configuration not stated)	-0.5	0	-2	-1	-1	0	0.2	93	4	10
CCN(CC)S(=O)(=O)c1ccc(/C=C/C(=O)OCC(=O)c2c(N)n(C)c(=O)n(C)c2=O)cc1	-1.1	4	-2	2	2	-1	0.1	96	-1	-5
NS(=O)(=O)c1cccc(NC(=O)Nc2ccccc2)c1	-1.3	-6	-2	7	3	8	-0.1	114	-4	12
Cc1ccc([N+](=O)[O-])c(NC(=O)COC(=O)C2CC3CCCC(C2)C3=O)c1C (configuration not stated)	-1.1	1	0	-1	0	1	-0.3	96	-10	0
Cc1cccc2cc(CN(C(=O)c3cccs3)c3ccccc3)c(=O)[nH]c12	2.5	2	-2	-15	-3	8	0.6	106	-10	-10
Cc1cn(Cc2ccccc2Cn2cc(C)c(=O)[nH]c2=O)c(=O)[nH]c1=O	-0.1	-4	0	-6	-1	7	-0.1	99	-5	-3
CCCCOC(=O)NC1(C)CCS(=O)(=O)C1 (configuration not stated)	1.4	3	5	-8	0	5	0.0	96	-4	1
O=C1NCCN(Cc2ccc(Cl)c(F)c2)C1CC(=O)N1CCc2ccccc2C1 (configuration not stated)	-1.5	2	3	8	4	18	-0.1	104	-4	7
CCCNC(=O)c1cc(C2CCCCN2C(=O)c2ccc3c(c2)CCO3)on1 (configuration not stated)	-1.9	1	0	1	0	14	0.4	100	-10	8
C=CCn1c(SCC(=O)NC2CCCC2)nnc1-c1ccncc1	-1.4	-1	12	-15	0	12	-0.3	106	-2	17
CC(=O)Nc1ccc(NC(=O)c2ccc(-c3c(C)noc3C)c3ccoc23)cc1	0.5	12	-4	-33	?	3	-0.1	97	-5	-13
COc1ccc(C(=O)OCC(=O)NC2CC2)cc1S(=O)(=O)N(C)Cc1ccccc1	-1.8	-6	0	2	2	-1	-0.2	96	-6	0
CN(CCc1ccccc1)C(=O)c1cccc(NC(=O)Cc2cccc(NC(=O)C3CCCN(C(=O)C4CCCCC4)C3)c2)c1 (configuration not stated)	1.5	-5	0	-1	-1	11	-0.1	94	-5	-9
Cc1cccc(-c2ocnc2C(=O)N2CCN(C(=O)c3cccs3)CC2)c1	-2.2	0	3	-2	2	9	-0.1	100	-5	-8
COc1ccc(OCCSc2nnc(-c3ccccc3)n2N)cc1	0.0	2	1	-1	8	12	0.1	98	·	7
c1ccc(N2CCN(Cc3ccsc3)CC2)nc1	-0.9	-2	35*	7	2	-2	0.2	89	-5	3
CCOC(=O)C1CCN(C(=O)Cc2cccc3ccccc23)CC1	-1.7	-2	-5	-10	0	14	0.0	93	-4	-4
COC(=O)c1sc(NC(=S)NC(=O)c2cc(OC)c(OC)c(OC)c2)nc1C	0.7	18	11	-2	4	1	0.0	96	-2	9
Cc1ccc(S(=O)(=O)N2CCN(C(=O)c3ccco3)CC2)c(C)c1	-0.5	-4	-3	2	2	0	0.0	98	-2	-7
COc1ccc(N2C(=O)c3cccc4cccc(c34)C2=O)cc1	-0.8	-4	7	-4	5	12	0.0	96	-2	0
CCc1ccc(NS(=O)(=O)c2ccc3c(c2)oc(=O)n3C)cc1	0.1	-7	3	-4	-4	9	0.2	96	-4	9
O=C(NCCC1=CCCCC1)C1CCC(=O)N(Cc2cccc(C(F)(F)F)c2)C1 (configuration not stated)	-1.4	4	6	4	1	6	0.0	98	-4	12
COC(=O)c1ccc(CNS(=O)(=O)c2ccc3ccccc3c2)cc1	0.2	-12	-4	-2	-1	10	0.0	100	-4	6
O=C1CN(C(=O)C2CCC(=O)N(CCc3ccc(Cl)cc3)C2)CCN1 (configuration not stated)	-3.0	1	17*	6	3	3	-0.1	103	-7	0
CCOC(=O)CSc1nnc(CNC(=O)c2ccco2)n1-c1ccc(F)cc1	-2.2	2	3	4	1	-1	-0.2	93	-8	2
COc1cc(-c2nnc3sc(-c4ccco4)nn23)cc(OC)c1OC	1.3	12	1	1	1	22	-0.1	99	-6	-5
COc1cc(Cn2c3ccc(NC(=O)CC(C)c4ccccc4)cc3c(=O)n2C)ccc1F (configuration not stated)	1.5	-2	1	-1	8	-1	1.3	101	-7	-4
O=[N+]([O-])c1cc(S(=O)(=O)N2CCCC2)ccc1OCCOc1ccccc1	2.0	-2	-8	-7	-2	8	0.1	97	-7	-2
CCOC(=O)c1c(NC(=O)C(Sc2ccccc2)c2ccccc2)sc(C(N)=O)c1C (configuration not stated)	3.8	-17	1	-5	-7	7	-0.2	100	-4	-6
CC(C)C[C@H]1CN([C@@H](Cc2ccccc2)CN2CCC[C@@H]2CN2C(=O)C(=O)NC[C@@H]2Cc2ccc(O)cc2)C(=O)C(=O)N1CC1CCCCCC1	·	0	2	·	0	·	0.0	100	-5	4
CC1CCCC(C)N1CCCNC(=O)Cn1ncc2c([nH]c3ccccc32)c1=O (configuration not stated)	-1.9	1	0	0	-1	4	0.1	101	-5	12
COC(=O)c1c(NC(=O)CN2C(=O)c3ccccc3C2=O)sc(Cc2ccc3c(c2)OCO3)c1C	0.2	-4	7	·	0	9	4.2	105	-5	0
NNc1ccc(Cl)nn1	0.0	-2	-2	0	1	6	0.2	99	-2	-17
Cc1ccc(S(=O)(=O)Nc2c(C)ccc3nsnc23)cc1	-1.4	-5	3	17	0	-6	-0.1	96	-5	-7
CCC1(C)CC2(CCCN(CCC(O)(c3ccccc3)c3ccccc3)C2)CCO1 (configuration not stated)	-1.3	-1	3	-1	-4	1	0.6	97	-4	9
Cc1cc(Cl)nc(Cl)c1C(=O)N1CCOCC1	0.0	1	7	2	2	2	-0.1	102	-1	1
COc1ccc(C(=O)Nc2nc3cc4c(cc3s2)OCCO4)c(OC)c1	5.2	-17	6	-8	-1	-2	0.9	97	-4	78*
Nc1ccc[n+](Cc2ccccn2)c1	-1.2	5	-1	16	1	5	-0.1	107	-5	1
O=C(NCCCCCNC(=O)c1cccnc1)c1cccnc1	0.3	11	4	3	0	0	-0.1	97	-4	3
O=C(Nc1nc2ccccc2s1)C1CC(=O)N(c2ccc(F)cc2)C1 (configuration not stated)	-0.9	-6	-1	14	2	3	0.1	96	-5	·
O=C(O)c1cccc(NC(=O)c2ccccc2NC(=O)c2ccccc2F)c1	-1.2	4	2	-57	0	-1	0.0	99	-19	24
O=C(Nc1cc(C(F)(F)F)ccc1N1CCOCC1)c1c(F)c(F)c(F)c(F)c1F	-1.4	-14	8	10	-1	30*	1.9	89	·	·
Cc1[nH]c2ccccc2c1-c1nc(N)sc1C	0.3	0	-1	3	0	7	0.1	102	-2	5
Cc1cccc(OCC(=O)NCCCNC(=O)c2cccnc2)c1	-0.9	3	-7	6	-1	-1	0.0	92	-3	-3

Additional compounds follow:
structure	MC4R ag barr	H9c2 protect	m5-HT2A agonist	PDI inh	N-glyco inh	MC4R antagonist	aDG glyco act	ABCB6 inh 2	CaV13 ICDI inh	Vif imaging
COc1ccc(C(=O)Nc2ccccc2C(=O)N2CCCCC2C)cc1 (configuration not stated)	-0.9	-3	8	-7	1	7	0.0	98	-18	-3
COCCSc1ccccc1C(=O)Nc1ccc2c(c1)OCO2	-2.9	3	3	0	-1	-3	0.2	100	-5	-3
O=C(c1ccco1)N1CCN(C(=O)C2CC2)CC1	-1.9	17	5	1	-2	-2	-0.4	100	-5	-16
O=S(=O)(N/N=C\c1ccc2c(c1)OCO2)c1ccccc1	-2.6	-2	-10	7	-1	16	-0.2	105	·	-1
COc1ccccc1NC(=O)C(=O)NCCC1CCCCN1S(=O)(=O)c1ccc(F)cc1 (configuration not stated)	-0.6	0	3	-5	-2	0	0.2	99	-2	-26
O=C(N/N=C/c1cc([N+](=O)[O-])ccc1O)c1ccncc1	-0.2	40	-8	-3	3	2	-0.1	93	-16	-1
CCOC(=O)C1CCN(S(=O)(=O)c2ccc(C)c(C(=O)NC3CCCCC3)c2)CC1	-1.8	0	-2	-9	·	25	0.1	99	-5	·
CCOC(=O)C1(Cc2ccccc2)CCN(Cc2cccc3c2OCO3)CC1	0.2	-1	-4	8	-3	-5	0.2	95	-5	21
